TROY NFkB inh – TROY signaling inhibition; Q293 LMP1-TROYcd NF-kB luciferase reporter, 4 h; inhibition, % at 10 µM; 360,000 tested, 0.98% active; AID 1347056;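 active means compounds whose plate-normalised and pattern-corrected inhibition of the luciferase reporter signal at the single screening dose is 50% or more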
SRC2 inh – human SRC2 (NCOA2) inhibition; Q15596; HEK293 GAL4-SRC2 luciferase reporter, luminescence; inhibition, % at 9 µM; 370,000 tested, 0.17% active; AID 651957;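 active means inhibition above the mean inhibition of all tested compounds plus 3 SD, set per campaign, cut at about 52% in these data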;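 further: 0% = DMSO treated cells and 100% = cells given Gossypol at 36 µM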
Target sequence (Q15596 whole entry, looked up, the tested form may be a part): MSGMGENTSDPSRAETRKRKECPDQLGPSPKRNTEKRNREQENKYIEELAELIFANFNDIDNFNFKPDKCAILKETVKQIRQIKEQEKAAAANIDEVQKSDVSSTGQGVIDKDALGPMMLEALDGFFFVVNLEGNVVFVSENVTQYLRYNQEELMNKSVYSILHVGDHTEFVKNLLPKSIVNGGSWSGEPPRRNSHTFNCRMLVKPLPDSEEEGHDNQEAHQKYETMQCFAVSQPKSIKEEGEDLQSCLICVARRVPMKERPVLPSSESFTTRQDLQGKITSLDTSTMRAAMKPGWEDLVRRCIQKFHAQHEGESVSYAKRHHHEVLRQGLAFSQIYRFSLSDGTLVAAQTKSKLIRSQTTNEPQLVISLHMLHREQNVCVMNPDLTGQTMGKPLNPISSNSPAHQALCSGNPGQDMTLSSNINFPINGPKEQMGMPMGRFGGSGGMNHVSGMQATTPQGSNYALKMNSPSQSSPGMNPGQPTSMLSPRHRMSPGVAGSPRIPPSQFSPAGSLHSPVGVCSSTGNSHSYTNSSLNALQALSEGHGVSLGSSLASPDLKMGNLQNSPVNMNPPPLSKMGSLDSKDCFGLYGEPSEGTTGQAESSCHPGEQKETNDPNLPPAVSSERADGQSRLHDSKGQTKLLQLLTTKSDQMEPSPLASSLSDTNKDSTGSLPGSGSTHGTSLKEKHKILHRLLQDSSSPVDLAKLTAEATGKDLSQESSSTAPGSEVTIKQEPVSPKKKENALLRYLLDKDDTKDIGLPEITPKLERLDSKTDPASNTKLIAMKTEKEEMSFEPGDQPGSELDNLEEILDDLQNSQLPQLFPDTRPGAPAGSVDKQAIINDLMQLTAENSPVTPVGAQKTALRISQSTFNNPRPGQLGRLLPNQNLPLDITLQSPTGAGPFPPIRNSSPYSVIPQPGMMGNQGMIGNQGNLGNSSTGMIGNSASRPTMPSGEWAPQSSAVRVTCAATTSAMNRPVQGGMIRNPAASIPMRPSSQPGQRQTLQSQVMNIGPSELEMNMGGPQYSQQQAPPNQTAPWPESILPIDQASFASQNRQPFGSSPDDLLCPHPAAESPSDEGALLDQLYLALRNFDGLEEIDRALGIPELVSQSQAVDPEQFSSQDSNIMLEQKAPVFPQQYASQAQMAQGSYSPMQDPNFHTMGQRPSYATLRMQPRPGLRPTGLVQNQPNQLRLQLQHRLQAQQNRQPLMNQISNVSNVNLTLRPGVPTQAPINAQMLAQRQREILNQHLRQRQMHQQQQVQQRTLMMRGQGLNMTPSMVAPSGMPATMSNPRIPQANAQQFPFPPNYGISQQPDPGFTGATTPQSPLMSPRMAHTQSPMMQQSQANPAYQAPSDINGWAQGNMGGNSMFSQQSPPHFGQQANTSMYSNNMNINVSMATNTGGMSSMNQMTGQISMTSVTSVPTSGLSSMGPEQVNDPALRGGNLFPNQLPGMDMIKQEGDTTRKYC
NR2F2 inh – NR2F2 (human) inhibition, primary screen | 370,000 tested, 0.7% active | inhibition, % at 8.6 µM | HEK293T NGFI-A luciferase reporter, luminescence | P24468 | AID 686940;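 active means inhibition above a per-plate cutoff, mean inhibition of test wells between control levels plus 3 SD, cut at about 38% in these data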;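 further: cells cotransfected with COUP-TFII expression vector driving the NGFI-A reporter; 0% = median of COUP-TF2 test wells and 100% = reporter-only cells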
NCOA3 inh – human NCOA3 inhibition. Q9Y6Q9. HEK293 GAL4-SRC3 luciferase reporter, luminescence. inhibition, % at 3.6 µM. 360,000 tested, 0.17% active;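 active means inhibition above a per-campaign cutoff, the mean of all compounds plus 3 SD, cut at about 60% in these data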;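 further: 0% = DMSO-treated cells and 100% = gossypol-treated cells at 36 µM; higher means less SRC3-driven luciferase light from the GAL4 reporter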
LMP1 NFkB inh – inhibitors of Epstein-Barr LMP1-induced NF-kappaB reporter; AID 504558; inhibition, % at 12.5 µM; 350,000 tested, 0.69% active; LMP1-induced NF-kappaB luciferase reporter cells, luminescence; in the data active means inhibition above about 41%;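 further: 0% = neutral control wells and 100% = reference inhibitor control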
Vif imaging – blocks HIV Vif function; HEK293T cells, Vif self-association by quenched fluorescence, imaging, 24 h; inhibition, % at 7.49 µM; 340,000 tested, 0.35% active; in the data active means inhibition above about 50%, passing the limit was not always enough; further: some results filed as inactive read as strong as hits
NOD2 RIPK2 PPI – inhibitors of human NOD2-RIPK2 interaction. CHO BLA complementation NOD2-RIPK2, CCF4 ratio. inhibition, % at 4.98 µM. AID 624267. 360,000 tested, 0.38% active; in the data active means inhibition above about 21%;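 further: 0% = vehicle only and 100% = reference blocker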
LRH-1 inv ag – suppresses constitutive activity of human LRH-1. HEK293T StAR-luciferase reporter, LRH-1 transfected, 24 h. 360,000 tested, 0.13% active. inhibition, % at 3.6 µM. AID 602396;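 active means inhibition above the mean inhibition of all tested compounds plus 3 SD, cut at about 73% in these data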;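 further: 0% = DMSO wells and 100% = reporter-only cells lacking LRH-1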
TLR9-MyD88 block – TLR9-MyD88 interaction inhibition; CHO BLA complementation TLR9-MyD88, CCF4 FRET ratio; AID 504734; Q9NR96+Q99836; 340,000 tested, 0.21% active; inhibition, % at 4.98 µM;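 active means inhibition above the mean over all tested compounds plus 3 SD, cut at about 21% in these data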;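 further: 0% = DMSO only wells and 100% = clavulanate BLA inhibitor control wells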
TRAIL sens C8 – caspase-8 TRAIL sensitization. NB7+C8 cells + TRAIL, ATPlite viability luminescence. AID 624354. 360,000 tested, 1% active. inhibition (viability loss, TRAIL sensitization), % at 10 µM;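 active means compounds causing at least 50% loss of cell viability in the single-dose screen, relative to plate controls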
SRC1 inh – inhibitors of human steroid receptor coactivator 1 (SRC1); HEK293 GAL4-SRC1 luciferase reporter, luminescence; Q15788; inhibition, % at 3.6 µM; 360,000 tested, 0.12% active; AID 588354;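 active means inhibition above the campaign mean plus 3 SD, with each screening campaign given its own cutoff, cut at about 60% in these data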;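 further: 0% = DMSO treated cells and 100% = gossypol at 36 µM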
An asterisk follows results filed as active; . = no result given.

SMILES	TROY NFkB inh	SRC2 inh	NR2F2 inh	NCOA3 inh	LMP1 NFkB inh	Vif imaging	NOD2 RIPK2 PPI	LRH-1 inv ag	TLR9-MyD88 block	TRAIL sens C8	SRC1 inh
Cc1cc(NC(=O)c2ccc3c(c2)C(=O)N(CCC(C)C)C3=O)no1	6.0	9.0	11.4	12.9	4.0	20.0	0.6	-6.7	-1.8	-4.0	-11.0
CC(=O)c1c(C)nn(CC(O)COc2ccc3ccccc3c2)c1C (centres undefined)	-5.7	3.8	15.3	24.8	7.8	-11.6	6.2	-2.7	-9.8	-13.7	-3.8
CCOc1ccc(NC(=O)CNC(=O)c2cccs2)cc1	4.9	-14.8	-6.7	-28.2	-7.4	-0.9	-16.5	-24.1	8.9	6.5	-12.2
CCOc1ccc(NC(=O)c2cccc(NC(C)=O)c2)cc1S(=O)(=O)N1CCCC1	2.2	-22.3	-0.5	-7.7	5.9	-3.2	-2.0	13.4	-7.0	-6.4	-7.9
O=C(CSc1nnc(NC(=O)c2c(F)cccc2Cl)s1)Nc1ccccc1F	-9.1	-7.2	0.1	-7.2	-3.7	15.4	-0.1	2.3	6.3	-5.8	-36.8
CCC(=O)Nc1ccc(NC(=S)NC(=O)c2oc3ccccc3c2C)cc1	1.0	-4.0	3.8	-0.3	-2.1	9.9	7.0	-4.0	-12.2	2.0	11.3
CCN(CC)c1ccc(-c2nnc(SCC(=O)N(CCOC)c3c(N)n(CC(C)C)c(=O)[nH]c3=O)o2)cc1	7.0	-17.2	11.6	-16.0	0.9	2.7	-7.7	-17.9	0.4	21.5	-16.3
CCC1CCCCN1Cc1nc2c(c(=O)n(C)c(=O)n2C)n1CCCc1ccccc1 (centres undefined)	4.9	1.2	19.2	-7.4	15.6	2.4	3.4	-5.9	11.8	-2.2	4.0
CN1CCN(c2ccccc2NC(=O)c2cc3ccccc3o2)CC1	-28.7	-30.3	8.5	-8.3	-14.3	-3.3	-0.6	23.4	-8.0	-49.8	-35.2
CCOc1cc(/C=N/NC(=O)c2cc(-c3ccccc3)nc3ccccc23)ccc1O	39.8	-2.4	-7.5	5.4	3.8	2.7	4.5	19.1	11.2	7.7	-20.6
Cc1cccc(S(=O)Cc2ccc(C(=O)N3CCN(C(=O)c4ccco4)CC3)o2)c1 (centres undefined)	6.4	9.6	21.6	-24.4	-9.2	-9.7	-7.9	-8.2	-4.0	-11.6	7.1
C[C@@H]1Cn2cnc(C(=O)Nc3cccc(Cl)c3)c2C(=O)N1	34.4	-0.4	15.7	1.9	-13.4	-19.8	9.7	-15.4	-2.2	12.6	-2.2
CCc1ccc(OCC(=O)NNC(=O)C2CCN(c3ncnc4sc(C)c(C)c34)CC2)cc1	44.9	-7.5	-6.4	10.4	-3.0	-1.5	11.6	16.6	-3.9	-5.5	-1.4
CCOCC(=O)Nc1nnc(SCCOC)s1	-23.8	-18.5	9.2	-21.3	-1.0	14.0	-6.7	-8.5	-6.0	-36.9	-11.1
CCCCN(C=O)c1c(CC)nc2ccc(C(=O)NCCN(C)C)cn12	4.7	-0.6	3.6	-3.1	.	2.6	-5.6	0.2	.	6.3	-5.7
Cc1ccc(NC2CCCN(C(=O)CCc3ccncc3)C2)cc1C (centres undefined)	-16.3	-6.8	9.5	-9.4	7.0	10.7	-4.5	-3.6	-13.8	-2.9	6.1
COc1ccc(S(=O)(=O)N(C)c2ccc(C(=O)Nc3ccccc3C(=O)N3CCOCC3)cc2)cc1OC	-14.4	13.5	-16.0	20.5	5.6	8.8	0.2	-9.7	-0.5	12.9	12.4
COc1cc2c(cc1OC)C(C)N(S(=O)(=O)c1cn(C)c(C)n1)CC2 (centres undefined)	6.4	-8.7	10.9	-7.0	.	18.2	-4.7	15.9	.	-14.7	15.4
C[C@H](CO)N1C[C@H](C)[C@@H](CN(C)Cc2ccc3cccnc3c2)OCc2cnnn2CCCC1=O	1.8	-1.8	-11.9	-6.3	-5.2	.	-20.2	4.0	-5.0	-17.2	5.1
O=C(NCc1ccccc1Cl)[C@H]1CCCN1C(=O)[C@H]1CCCN1C(=O)c1ccccc1	-10.1	12.0	-14.0	.	.	.	-4.2	2.8	.	-3.4	.
COc1cc2c(cc1NC(=O)CSc1ccc(Cl)cc1)oc1ccccc12	-37.6	-2.7	-18.1	-2.4	0.1	-5.7	-9.9	17.2	6.0	-4.3	6.1
CCOC(=O)C1=NN(C(C)=O)C2C(=O)N(CC)C(=O)C12 (centres undefined)	-10.5	-24.8	-4.3	5.3	.	15.5	0.7	-5.1	.	-16.3	-14.8
COc1ccc(C(=O)NNC(=O)COC(=O)c2sccc2C)cc1	16.7	-19.4	-23.5	2.2	4.3	-9.3	-7.0	13.2	-3.9	-16.5	-8.0
Cc1ccc(Nc2nnc(C(C)(C)C)c(=O)n2N)cc1	-3.1	9.2	12.9	18.9	6.1	1.6	-2.5	17.0	-6.4	-2.4	-7.7
O=C(CSc1nnc(NC(=O)c2cccc(F)c2)s1)NCc1ccco1	-22.4	-52.2	1.6	-34.5	-9.2	-5.0	-1.6	-47.7	-8.3	24.0	-49.2
COc1ccc(C)cc1N=Nc1ccc(O)c2ncccc12	0.3	13.8	-13.6	53.9	85.8*	13.8	-0.5	5.1	-6.7	30.3	40.2
C[C@H](NC(=O)C1CCN(S(=O)(=O)c2ccccc2)CC1)C(=O)NC1CC1	5.0	9.1	-12.1	13.0	-5.4	5.3	-15.1	-19.0	-14.1	-9.5	-1.1
Cc1ccc(-n2nc(C)c3c2NC2=C(C(=O)CC(C)(C)C2)C3c2ccccc2OCC(=O)O)cc1 (centres undefined)	23.9	-17.2	7.6	20.0	-19.1	-4.2	-6.3	11.7	13.5	2.4	2.3
C(=NN=Cc1c[nH]c2ccccc12)c1c[nH]c2ccccc12	-79.7	-71.6	-15.4	-60.0	-40.3	.	-14.1	6.2	-4.6	-12.1	-58.0
CCN(CC)C(=O)CSc1nnc(-c2cnccn2)n1-c1ccccc1	17.1	2.0	7.3	14.9	-7.6	-0.6	-4.9	2.5	3.0	0.9	10.0

Looked up by compound from the entries so far (two):
SMILES	TROY NFkB inh	SRC2 inh	NR2F2 inh	NCOA3 inh	LMP1 NFkB inh	Vif imaging	NOD2 RIPK2 PPI	LRH-1 inv ag	TLR9-MyD88 block	TRAIL sens C8	SRC1 inh
Cc1ccc(-n2nc(C)c3c2NC2=C(C(=O)CC(C)(C)C2)C3c2ccccc2OCC(=O)O)cc1 (centres undefined)	23.9	-17.2	7.6	20.0	-19.1	-4.2	-6.3	11.7	13.5	2.4	2.3
Cc1cc(NC(=O)c2ccc3c(c2)C(=O)N(CCC(C)C)C3=O)no1	6.0	9.0	11.4	12.9	4.0	20.0	0.6	-6.7	-1.8	-4.0	-11.0

Following part:
SMILES	TROY NFkB inh	SRC2 inh	NR2F2 inh	NCOA3 inh	LMP1 NFkB inh	Vif imaging	NOD2 RIPK2 PPI	LRH-1 inv ag	TLR9-MyD88 block	TRAIL sens C8	SRC1 inh
Cc1nc(N)nc(N(C)c2ccccc2)c1Br	6.2	9.6	-0.1	19.4	-7.7	31.1	11.9	-5.3	-6.4	8.2	-9.2
O=C(NCc1ccc(Cl)s1)C1CCC(=O)N(CCc2ccccn2)C1 (centres undefined)	-10.7	-3.1	2.6	-34.1	2.5	9.5	12.4	-5.3	2.7	10.8	-11.1
OC1CCN(c2c3c(nc4cc(-c5ccc(F)cc5)nn24)CCC3)CC1	-14.2	-0.8	-10.0	-27.3	3.9	.	-3.6	-33.1	-2.6	16.0	-23.2
CCC(Sc1nc2cc3c(cc2c(=O)n1Cc1ccco1)OCO3)C(=O)Nc1cccc(OC)c1 (centres undefined)	-9.6	-10.3	-14.8	-7.6	6.0	2.6	-1.2	11.7	-3.4	14.3	-3.8
CC(=O)c1cccc(CN2CCCC(N3CCN(c4ccccc4F)CC3)C2)c1 (centres undefined)	-4.3	-6.8	-0.9	6.9	-5.0	-9.1	4.3	-10.7	0.3	7.4	2.0
O=C(CCC(=O)OCC(=O)c1ccc(Cl)cc1Cl)Nc1cccc2cccnc12	0.5	-5.8	-21.2	-1.0	-9.7	12.8	-2.5	3.5	0.5	-5.8	-12.4
O=C(Nc1nccs1)c1ccc(Cl)cc1[N+](=O)[O-]	-16.9	9.8	6.2	22.3	2.1	-6.2	-17.3	18.0	-1.9	-13.6	-15.1
CCCCN1CC[C@H]2C=CC[C@@H](C(=O)Nc3nccs3)[C@H]2C1=O	1.6	8.4	2.4	1.9	8.4	-2.4	3.7	7.0	-3.8	8.9	-4.0
CCOc1ccc(OCC)c(NC(=O)CCCN2C(=O)c3cccnc3C2=O)c1	4.1	1.3	-5.8	-20.2	0.4	.	-4.6	-8.5	7.2	-4.7	-7.0
O=C(O)c1ccc(CN(Cc2ccccc2)S(=O)(=O)c2ccc(Cl)cc2)cc1	-7.2	-2.3	-9.0	10.0	-6.2	0.4	-5.8	9.8	6.0	4.7	-2.1
Cc1nc(SCC(=O)NCC2CCCO2)c2oc3ccccc3c2n1 (centres undefined)	-1.5	-12.2	3.9	4.6	-4.8	-0.3	4.2	-18.7	-8.2	-5.3	4.4
CN1CCN(C(=O)c2cccc(S(=O)(=O)N3CCCC3)c2)CC1	16.4	15.0	14.8	10.2	-3.4	2.1	6.4	-5.3	-1.2	-8.0	-15.5
COc1ccc(CN2CCN(C(=O)c3ccc(S(=O)(=O)N4CCCCCC4)cc3)CC2)cc1F	7.1	-36.6	52.6*	19.6	24.1	-9.3	2.7	28.3	-6.8	12.7	12.7
COc1ccc(-c2nnn(CC(=O)N(CCCN3CCOCC3)C(C(=O)NC3CCCC3)c3ccco3)n2)cc1 (centres undefined)	7.8	-6.0	-7.2	14.7	3.8	-8.3	-7.6	-9.2	5.7	-10.4	-13.5
CCOc1ccc(C(=O)NCCc2cnc[nH]2)cc1OCC	-21.0	-26.1	9.3	-0.6	2.2	5.3	-4.5	5.4	11.8	1.6	15.3
COC(=O)c1ccc(C(=O)N=c2sccn2C)cc1	-17.5	-60.2	-11.4	-51.5	-18.2	-0.7	-2.7	-78.7	2.7	7.2	-60.7
O=C(NCc1ccco1)c1nn2cccnc2c1Cl	5.8	20.9	12.0	-5.9	3.4	-10.1	4.7	-1.8	-5.9	-0.8	-1.2
COC(=O)C1CC2=C(CC(C)(C)CC2=O)N(c2ccccc2)C1=O (centres undefined)	4.5	0.8	-8.9	-22.8	1.8	7.0	2.5	11.6	-0.3	27.9	-24.1
CCN(CC(=O)NC(C)(C)C)C(=O)CN1c2cccc3cccc(c23)S1(=O)=O	-13.7	-15.2	-4.0	-29.4	2.0	2.1	10.6	3.8	0.4	4.1	7.5
O=C(c1ccccc1F)N1CCCC(C(=O)N2CCc3ccccc3C2)C1 (centres undefined)	5.5	17.0	-8.5	6.3	5.7	5.4	1.4	-1.7	-5.0	14.8	-7.8
CCOC(=O)c1cnn(-c2ccccc2)c1-n1cccc1C(=O)C(=O)Nc1ccc(F)cc1	-0.5	-18.4	13.7	19.1	2.5	-0.9	4.0	0.0	-6.5	11.8	-8.4
O=C(COC(=O)CCNS(=O)(=O)c1cccc(C(F)(F)F)c1)NC(=O)NC1CCCCC1	26.6	4.7	11.3	9.4	6.8	10.9	2.0	13.8	-4.7	16.6	-9.5
CCOC(=O)Nc1ccc2c(CN(C)Cc3ccc(F)cc3)cc(=O)oc2c1	6.5	-50.9	-2.8	5.9	-9.3	10.9	9.6	-9.2	0.8	-4.1	15.9

These rows are one share of the data. The share of hits here may be higher or lower than overall.
